Screening results (PubChem BioAssay)
PLCg1 inh = PLC-gamma1 (human) inhibition, primary screen; P19174; purified PLC-gamma1, fluorogenic substrate, fluorescence; inhibition, % at 12.2 µM; 370,000 tested, 0.84% active; AID 720700; in the data active means inhibition above about 9.5%
PLC-beta3 inh = blocks human PLC-beta3 enzyme activity. Purified PLC-beta3, fluorogenic substrate, fluorescence. 370,000 tested, 0.18% active. Q01970. inhibition, % at 12.2 µM. AID 720704; in the data active means inhibition above about 11%;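 further: 0% = median of compound wells on plate and 100% = full blocker control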
Target sequence (Q01970 whole entry, looked up): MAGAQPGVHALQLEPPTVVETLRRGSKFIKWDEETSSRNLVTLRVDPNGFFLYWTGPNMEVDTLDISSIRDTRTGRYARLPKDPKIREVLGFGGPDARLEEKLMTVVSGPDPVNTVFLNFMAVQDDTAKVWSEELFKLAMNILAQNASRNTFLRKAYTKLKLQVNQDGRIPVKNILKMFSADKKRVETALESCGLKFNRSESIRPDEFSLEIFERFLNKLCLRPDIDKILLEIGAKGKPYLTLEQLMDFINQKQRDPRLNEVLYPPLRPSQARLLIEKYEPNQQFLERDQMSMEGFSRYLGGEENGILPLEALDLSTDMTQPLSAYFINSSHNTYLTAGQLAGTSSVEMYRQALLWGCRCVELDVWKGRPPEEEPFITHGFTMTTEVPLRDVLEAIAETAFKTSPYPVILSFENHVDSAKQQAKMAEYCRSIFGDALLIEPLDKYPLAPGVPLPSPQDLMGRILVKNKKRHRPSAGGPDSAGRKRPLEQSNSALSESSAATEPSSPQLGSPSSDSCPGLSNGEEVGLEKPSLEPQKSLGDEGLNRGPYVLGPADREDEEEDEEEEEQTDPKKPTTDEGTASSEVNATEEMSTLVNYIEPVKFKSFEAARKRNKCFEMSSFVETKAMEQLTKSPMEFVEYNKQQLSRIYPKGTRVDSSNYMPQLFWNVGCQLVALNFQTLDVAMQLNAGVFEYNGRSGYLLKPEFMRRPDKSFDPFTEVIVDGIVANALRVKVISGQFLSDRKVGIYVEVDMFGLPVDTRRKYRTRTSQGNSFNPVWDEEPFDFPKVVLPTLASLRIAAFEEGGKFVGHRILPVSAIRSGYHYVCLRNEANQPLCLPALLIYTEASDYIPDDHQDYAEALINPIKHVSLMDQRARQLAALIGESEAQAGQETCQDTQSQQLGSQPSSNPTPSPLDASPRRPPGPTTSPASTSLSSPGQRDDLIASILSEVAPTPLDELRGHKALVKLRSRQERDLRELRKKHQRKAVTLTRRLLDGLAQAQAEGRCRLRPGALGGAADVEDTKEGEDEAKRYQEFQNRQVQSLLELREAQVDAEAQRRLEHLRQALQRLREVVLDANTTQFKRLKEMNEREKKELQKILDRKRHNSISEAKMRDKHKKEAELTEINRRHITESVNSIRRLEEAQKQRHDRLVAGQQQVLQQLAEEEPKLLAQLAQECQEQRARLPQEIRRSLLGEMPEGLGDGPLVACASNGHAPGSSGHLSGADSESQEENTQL
SMARCA2 act = activators of SMARCA2 function; MG213 cells, MMTV-luciferase reporter, dexamethasone, overnight; AID 652017; activation, % at 9.1 µM; 370,000 tested, 1% active; in the data active means activation above about 7.8%;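 further: 0% = vehicle wells and 100% = reference activator wells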
ssDAF-12 act = S. stercoralis DAF-12 activation, primary screen; HEK293 ssDAF-12/GRIP1 lit1-tk-luc reporter, luminescence; % of 3 µM dafachronic acid response; activation, % at 6.8 µM; 370,000 tested, 1% active; AID 652126;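 active means activation above the mean over all tested compounds plus 3 SD, cut at about 0.9% in these data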;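 further: 0% = DMSO-only wells and 100% = 3 µM delta7-dafachronic acid wells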
DAX1 inh-1 = inhibitors of human orphan nuclear receptor DAX1 (NR0B1). P51843. HEK293 Gal4-DAX1 luciferase reporter, luminescence. inhibition, % at 6.75 µM. 340,000 tested, 0.99% active. AID 504766;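 active means inhibition above the mean over all tested compounds plus 3 SD, cut at about 4.2% in these data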;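 further: 0% = DAX1-transfected cells with DMSO and 100% = empty-vector control cells with DMSO; inhibition shows as a rise in luminescence from relieved DAX1 repression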
DAX1 inh-2 = DAX1 (NR0B1) inhibition, primary screen | HEK293T StAR-luciferase reporter, SF-1/DAX-1 repression relief | inhibition, % at 6.8 µM | 370,000 tested, 1.1% active | AID 652010;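 active means inhibition above the mean over all tested compounds plus 3 SD, cut at about 3.6% in these data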;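 further: 0% = DAX-1 cells with DMSO and 100% = cells lacking DAX-1 with DMSO; higher inhibition means more luminescence from relief of DAX-1 repression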
MBD2 DNA inh = inhibitors of human MBD2 binding to methylated oligonucleotide | 370,000 tested, 0.31% active | Q9UBB5 | TR-FRET | inhibition, % at 4.4 µM | AID 686964; in the data active means inhibition above about 13%
hcDAF12 agonist = activators of H. contortus DAF-12 nuclear receptor; HEK293 hcDAF-12 lit1-tk-luc reporter, luminescence; 0% DMSO, 100% Δ7-dafachronic acid; activation, % at 6.8 µM; 370,000 tested, 1.4% active;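 active means activation above the mean of all tested compounds plus 3 SD, cut at about 5.5% in these data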;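 further: 100% = response to 3 µM Δ7-dafachronic acid high control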
hgDAF-12 ag = hgDAF-12 agonism, primary luciferase screen. 370,000 tested, 1.8% active. activation, % at 6.8 µM. HEK293 GAL4-hgDAF12 UAS-luciferase reporter, agonist luminescence; normalized to butyrate control;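 active means activation above a cutoff set at the mean of all screened compounds plus 3 SD, cut at about 10% in these data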;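 further: 0% = DMSO wells and 100% = sodium butyrate wells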
ADAM17 inh = inhibitors of human ADAM17. AID 720648. 370,000 tested, 0.83% active. inhibition, % at 6.95 µM. recombinant ADAM17, EDANS/DABCYL FRET peptide cleavage. P78536;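 active means inhibition above the mean of compounds lying between control limits plus 3 SD, set per campaign, cut at about 8.5% in these data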;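 further: 0% = DMSO-only wells as the low control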
NR1D1 modulator = Rev-erb alpha (human) modulation | P20393 | Rev-erbα–FITC-DNA binding, fluorescence polarization, 90 min | activity, % at 10 µM | 370,000 tested, 0.79% active;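 active means activity above about 14%, limit read from the data; passing the limit was not always enough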;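 further: 0% = DMSO wells with 35 nM protein and 100% = DMSO wells with 750 nM protein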
* = called active by the depositor; · = not tested or not shown. Compounds as they come. About 7.4% of those tested had a hit in this group.

SMILES | PLCg1 inh | PLC-beta3 inh | SMARCA2 act | ssDAF-12 act | DAX1 inh-1 | DAX1 inh-2 | MBD2 DNA inh | hcDAF12 agonist | hgDAF-12 ag | ADAM17 inh | NR1D1 modulator
CCCCn1c(N)c(N(CCC(C)C)C(=O)COC(=O)c2ccccc2)c(=O)[nH]c1=O | -1.0 | 3.0 | -3.6 | 0.0 | -0.1 | 0.8 | 2.8 | 3.5 | -0.4 | -0.8 | -7.2
O=C(O)c1ccccc1NCc1cccs1 | -48.4 | -62.5 | -1.6 | -0.9 | -2.1 | -0.6 | 0.2 | -0.9 | 0.7 | -43.4 | 4.7
CCCCC[C@@H](C)N1C[C@@H](COCc2ccccc2)Oc2cc(N3CCC[C@@H]3COC)ccc2S1(=O)=O | -0.3 | 3.4 | -0.7 | 0.0 | · | 1.0 | -3.2 | 2.8 | 4.6 | -0.2 | -2.5
COCC(C)n1c(C)cc(C(=O)CSc2nc3ccccc3c(=O)[nH]2)c1C (stereo not drawn) | -4.0 | -7.4 | -3.3 | -1.9 | -1.5 | -2.0 | 10.4 | -2.7 | -2.8 | -7.1 | -2.3
COC(=O)c1sc(S(=O)(=O)Nc2ccc(C)cc2)c(C(=O)OC)c1C | 0.1 | 0.9 | -0.6 | -1.0 | -0.2 | -0.1 | 1.7 | -1.4 | -1.8 | 0.0 | -2.0
COc1cccc(N2CCN(C(=O)c3ccc(CS(=O)c4ccccc4C)o3)CC2)c1 (stereo not drawn) | -0.6 | 1.9 | 2.4 | -1.0 | -2.5 | 1.0 | 1.7 | -3.4 | -2.9 | -0.9 | 0.6
COc1ccccc1OCC(=O)NNC(=O)C(=O)N1CCCC1 | 0.2 | 0.8 | -4.0 | -1.1 | 0.4 | -0.1 | -1.6 | -2.0 | -1.6 | -2.1 | -9.2
COC(=O)C[C@@H]1CC[C@@H](NS(=O)(=O)c2ccc(OC)cc2)[C@@H](CO)O1 | -1.0 | 0.8 | 0.5 | -0.9 | · | 1.1 | 0.7 | -0.5 | 0.6 | -4.2 | -2.4
O=C(c1ccco1)n1nc(NCc2ccccc2)nc1NCc1ccccc1 | -2.6 | -7.7 | 0.8 | -1.1 | 1.2 | -0.5 | -0.4 | -1.6 | -0.6 | 1.4 | 0.7
Cc1ccc(NC(=O)c2cc(NC(=O)C3CC=CCC3C(=O)O)ccc2N2CCOCC2)cc1 (stereo not drawn) | -32.6 | -35.0 | -3.2 | -0.4 | 3.5 | 0.4 | -2.3 | 0.9 | -0.2 | -1.1 | -1.8
Cc1ccc(N(CC(=O)NCc2ccc(F)cc2)S(=O)(=O)c2c(C)n[nH]c2C)cc1 | 2.5 | -8.6 | -2.1 | -1.0 | 0.6 | 0.6 | 5.9 | 0.5 | -1.5 | -0.6 | 3.7
COCCn1c(C)cc(C(=O)COC(=O)CNC(=O)c2ccccc2)c1C | 1.1 | 1.3 | -2.7 | -1.6 | -0.2 | -0.7 | -5.2 | -3.1 | -2.5 | 0.6 | 2.4
COc1ccc(/C(C)=N/Nc2nccnc2Cl)cc1 | -1.4 | -11.2 | 7.9* | 0.7 | -1.2 | 5.6* | 4.6 | 2.4 | 8.0 | -11.1 | 4.7
CC(CN1CCOCC1)C(=O)c1ccccc1 (stereo not drawn) | 2.6 | 1.8 | 0.1 | -0.8 | 0.3 | 0.6 | -4.8 | -1.7 | 1.9 | -0.4 | 2.4
O=C(NC1CCCCC1)C(c1ccc(C(F)(F)F)cc1)n1c(=O)c(-c2ccco2)nc2ccccc21 (stereo not drawn) | -42.6 | -75.0 | -2.1 | -0.9 | · | -0.5 | -7.3 | -0.4 | -1.0 | -28.3 | -0.6
C/C(=N\NC(=O)c1cccc(Br)c1)c1cccnc1 | -0.5 | -12.1 | 1.7 | 0.0 | 1.4 | 3.3 | 4.6 | 1.8 | 8.3 | 0.2 | 1.5
CC1CCCCC12NC(=O)N(CC(=O)NCCc1c[nH]c3ccccc13)C2=O (stereo not drawn) | 0.4 | -3.4 | -1.1 | -1.8 | 0.3 | -2.0 | -5.0 | 1.6 | 1.8 | -1.2 | -0.3
O=c1[nH]c2cc3c(cc2cc1CN(Cc1cccnc1)C(=S)NCc1ccco1)OCO3 | -15.6 | -18.2 | 0.7 | -1.1 | 3.2 | 0.1 | 2.4 | -0.3 | -1.9 | -50.4 | 3.9
CC1(C)Cc2c(sc(NC(=O)COc3ccccc3)c2C#N)C(C)(C)N1 | -0.5 | -6.3 | 1.9 | -1.6 | 1.9 | 0.6 | 1.1 | -0.5 | 5.1 | -0.3 | 3.0
CCOC(=O)C1=C(C)NC2=C(C(=O)c3ccccc32)C1c1ccc([N+](=O)[O-])o1 (stereo not drawn) | -3.4 | -9.5 | -1.0 | -0.6 | 1.4 | -0.6 | 2.1 | 4.7 | 0.4 | -2.0 | -2.1
O=C(C(Cl)c1ccccc1)N1CCOCC1 (stereo not drawn) | -1.6 | -6.3 | -0.8 | -0.7 | 0.3 | -0.8 | 1.6 | 2.6 | 1.4 | -2.2 | -2.3
CN(C(=O)COC(=O)c1ccc(Cl)c(S(=O)(=O)N2CCCCCC2)c1)C1CCS(=O)(=O)C1 (stereo not drawn) | -2.5 | 1.4 | -1.9 | -1.1 | -1.2 | -2.2 | 3.4 | -2.0 | 0.7 | 0.5 | 2.9
Cc1ccc(NC(=O)C2CCN(S(=O)(=O)c3cccs3)CC2)cc1 | -0.1 | -4.5 | -2.2 | -1.5 | 0.2 | -0.8 | -7.2 | -2.2 | 0.6 | -0.3 | -1.3
CCn1c(SCC(=O)c2ccccc2)nnc1-c1cccnc1 | 2.2 | 4.5 | -1.1 | -0.9 | 1.8 | 0.2 | -3.6 | 0.1 | 1.0 | -1.7 | -2.5
O=C(CCN1CCOCC1)c1ccc2c(c1)OCCO2 | 1.7 | 2.6 | -1.6 | -1.4 | 0.7 | -0.6 | -6.6 | -2.1 | 0.9 | -4.8 | -4.9

Remaining list, next part:
SMILES | PLCg1 inh | PLC-beta3 inh | SMARCA2 act | ssDAF-12 act | DAX1 inh-1 | DAX1 inh-2 | MBD2 DNA inh | hcDAF12 agonist | hgDAF-12 ag | ADAM17 inh | NR1D1 modulator
CCOC(=O)/C=C/C(=O)Nc1ccc(S(=O)(=O)Nc2cc(C)on2)cc1 | 0.7 | -2.4 | -3.6 | -0.5 | -0.2 | 0.0 | 4.0 | -0.2 | -1.2 | 0.7 | 2.1
CC(=O)C1=C(O)C(=O)N(c2ccc(S(N)(=O)=O)cc2)C1c1ccc([N+](=O)[O-])cc1 (stereo not drawn) | 3.0 | 1.2 | -1.1 | -0.5 | 0.3 | 0.0 | -5.7 | 2.5 | 1.9 | 0.0 | -2.2
O=C(NNC(=S)NCc1ccco1)c1ccccc1Br | 1.9 | -3.5 | -0.9 | -0.7 | -0.8 | 0.9 | -1.8 | -1.2 | -3.4 | 2.1 | -1.4
COCCCNC(=S)Nc1ccc2nc3n(c(=O)c2c1)CCCCC3 | -3.3 | -6.4 | -3.5 | -2.3 | -0.1 | -0.9 | 3.7 | -1.7 | -1.0 | -8.6 | -6.4
COc1ccc(CNC(=O)CN(c2ccccc2)S(=O)(=O)c2ccccc2[N+](=O)[O-])cc1 | 1.3 | -0.9 | -2.7 | -1.1 | -0.5 | -0.4 | -1.0 | -1.9 | -2.4 | 0.5 | 4.0
Cc1n[nH]c2ccc(Br)cc2c1=O | 2.1 | 2.3 | 3.5 | -1.3 | 0.1 | -1.1 | -1.2 | -1.8 | 1.3 | -4.2 | -2.7
O=C(NC1CCCC1)c1ccccc1-c1ccccc1 | 7.1 | 5.2 | -0.3 | 0.0 | -0.1 | 0.2 | 0.2 | -0.9 | -0.9 | 2.0 | 1.2
CN(CC(=O)O)S(=O)(=O)c1ccc2c(c1)n(C)c(=O)c(=O)n2C | 3.2 | -7.1 | -3.7 | -1.6 | 2.0 | 0.5 | -0.2 | 0.4 | -1.3 | -0.9 | 0.9
CCC(C)NCCC(=O)Nc1ccc(Cl)c(S(=O)(=O)Nc2ccc(Cl)cc2)c1 (stereo not drawn) | -0.1 | -1.6 | -2.0 | -0.5 | -0.6 | 0.2 | -1.6 | -0.1 | 2.4 | -2.1 | -1.5
CC1(C)OC(=O)C(=CNc2ccccn2)C(=O)O1 | 1.4 | -3.3 | 0.1 | -1.0 | · | 0.1 | 0.6 | 1.5 | -0.7 | -2.7 | -0.8
O=C1C(c2ccccc2)NC(=S)N1C1CCCCC1 (stereo not drawn) | -0.7 | -4.1 | -1.4 | -1.3 | -0.1 | 0.0 | -0.6 | -1.7 | -0.5 | 5.7 | -4.9
CCOc1ccc(NC(=O)CSc2ncc(-c3ccc(F)cc3)n2Cc2ccco2)cc1 | -1.3 | -10.8 | -3.7 | -1.6 | 0.8 | -0.1 | -1.0 | -1.9 | -2.7 | 2.5 | 1.5
COC(=O)C(/C=N/O)NC(=O)c1ccccc1 (stereo not drawn) | 3.1 | 2.1 | -0.5 | -0.9 | 0.3 | 0.6 | 4.3 | 5.9* | 0.3 | -3.0 | -4.3
O=C(CCCn1ncn2c(cc3occc32)c1=O)NCc1cccc(Cl)c1 | -3.7 | -7.8 | -0.2 | -1.1 | -0.1 | 0.6 | -4.1 | -2.6 | 0.0 | -2.8 | -0.3
CCOc1cc(N2CCOCC2)c(OCC)cc1NC(=O)COC(=O)CCn1c(C)csc1=O | 1.8 | -5.9 | -1.8 | -1.4 | 0.6 | -0.6 | -1.2 | -1.0 | -0.8 | -3.0 | -3.4
C[C@@H]1CN([C@@H](C)CO)C(=O)c2cccc(NC(=O)C3CCCCC3)c2O[C@@H]1CN(C)Cc1ccc(Cl)c(Cl)c1 | 8.0 | 3.5 | 0.3 | -1.4 | -0.5 | -0.4 | 2.5 | -2.3 | -2.0 | 4.1 | -5.3
CN(C)S(=O)(=O)c1ccc(N2CCCC2)c(C(=O)NCc2ccccc2)c1 | -3.7 | -2.6 | 0.0 | -1.1 | -0.6 | -0.1 | 0.6 | -0.7 | -3.5 | -4.5 | 5.0
COc1ccc(S(=O)(=O)N2CCOC2CNC(=O)C(=O)NCCc2c[nH]c3ccccc23)cc1C (stereo not drawn) | -1.3 | -1.9 | 0.9 | -1.1 | -1.2 | -0.1 | 1.7 | 0.7 | 7.7 | -2.8 | -1.6
CCCCCCCCN1C(=O)[C@H](CC(=O)NCc2cccs2)C[C@@]2(C(=O)OC)CCCCC=C12 | 1.3 | 1.9 | -6.0 | -0.2 | · | -1.0 | 2.2 | -1.1 | 1.7 | 3.1 | 1.4

Copied from the list.
In hgDAF-12 ag, `O=C1C(c2ccccc2)NC(=S)N1C1CCCCC1` (stereo not drawn) shows -0.5
In NR1D1 modulator, `COCCCNC(=S)Nc1ccc2nc3n(c(=O)c2c1)CCCCC3` shows -6.4
In PLC-beta3 inh, `CCCCCCCCN1C(=O)[C@H](CC(=O)NCc2cccs2)C[C@@]2(C(=O)OC)CCCCC=C12` shows 1.9

Part of the list above, with two lines to a compound.
Every second line gives: PLCg1 inh	PLC-beta3 inh	SMARCA2 act	ssDAF-12 act	DAX1 inh-1	DAX1 inh-2	MBD2 DNA inh	hcDAF12 agonist	hgDAF-12 ag	ADAM17 inh	NR1D1 modulator
Cc1ccc(NC(=O)C2CCN(S(=O)(=O)c3cccs3)CC2)cc1
  -0.1	-4.5	-2.2	-1.5	0.2	-0.8	-7.2	-2.2	0.6	-0.3	-1.3
COCCn1c(C)cc(C(=O)COC(=O)CNC(=O)c2ccccc2)c1C
  1.1	1.3	-2.7	-1.6	-0.2	-0.7	-5.2	-3.1	-2.5	0.6	2.4
